# GPR55 beta-arrestin: selective activators of receptor GPR55 – imaging, U2OS cells, beta-arrestin-GFP redistribution, primary screen (AID 1961). U2OS GPR55 beta-arrestin-GFP redistribution imaging; higher % means a stronger effect. actives 0.048% (n = 290,000). one-dose activation, % at 10 µM; EC50 in µM for titrated hits;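 active means activation above 40% with more than 50 cells counted in the well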;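 further: U2OS osteosarcoma cells stably expressing GPR55 and beta-arrestin-GFP; plate controls were DMSO negative control for no effect and LPI positive control for full effect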
# HIV fusion peptide: inhibitors of HIV fusion peptide binding, primary screen, biochemical, uHTS, fluorescence dequenching (AID 1986) | cell-free peptide binding, fluorescence dequenching, 30 min; higher % means a stronger effect | actives 0.3% (n = 290,000) | inhibition, % at 20 µM, or IC50 in µM where a hit was titrated; in the data active means inhibition mostly above about 52%, no sharp cut-off; inactive means mostly below about 76%; further: some results filed as inactive read as strong as hits
# West Nile antiviral: West Nile virus antiviral activity, cell-based, CPE readout (AID 1621) | CPE inhibition, % at 10 µM; hits with a dose series show IC50 in µM | West Nile virus-infected cells, CPE inhibition; higher % means a stronger effect | actives 0.02% (n = 290,000); in the data active means a potency from the dose series; further: strong numbers were not always called active
# KOR beta-arrestin-1: kappa opioid receptor activators – cell-based, luminescence, uHTS, primary screen (AID 1777); activation, % at 10 µM, or EC50 in µM where a hit was titrated; KOR beta-arrestin recruitment, luminescence; higher % means a stronger effect; actives 0.02% (n = 280,000); in the data active means activation above about 50%, passing the limit was not always enough; further: a part of the inactive calls stands beside numbers as strong as those of hits
# KOR beta-arrestin-2: KOR antagonists, beta-arrestin recruitment, cell-based, luminescence, uHTS (AID 1778) | KOR beta-arrestin recruitment, luminescence, antagonist mode; higher % means a stronger effect | inhibition, % at 10 µM, or IC50 in µM where a hit was titrated | actives 0.091% (n = 290,000); in the data active means inhibition above about 50%; further: strong numbers were not always called active
# NS5 inhibitors: flavivirus cap methylation enzyme inhibition – biochemical, confirmation dose response, primary screen (AID 588689); actives 0.3% (n = 340,000); one-dose inhibition, % at 25 µM; IC50 in µM for titrated hits; Dengue-2 NS5 methyltransferase capping enzyme assay, biochemical; higher % means a stronger effect; in the data active means a potency from the dose series
# GPR55 antagonists: inhibition of LPI-stimulated GPR55 beta-arrestin translocation – imaging, U2OS, beta-arrestin-GFP, LPI agonist, primary screen (AID 2013) | U2OS GPR55 beta-arrestin-GFP translocation imaging, LPI antagonism; higher % means a stronger effect | inhibition, % at 10 µM; hits with a dose series show IC50 in µM | actives 0.13% (n = 290,000);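 active means spots per cell inhibited over 60%, with over 100 cells counted and total cytoplasm intensity under 500,000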;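 further: U2OS cells stably carrying GPR55 and arrestin-GFP stimulated by 5 µM LPI near EC80; imaged beta-arrestin-GFP aggregate spots per cell after agonist stimulation; plate controls were LPI-stimulated DMSO wells for no effect and DMSO wells without LPI for full effect; some results filed as inactive read as strong as hits; confirmed hits need IC50 under 10 µM and bright autofluorescent wells are also inconclusive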
# NOD1 NF-kB reporter: inhibition of NOD1-driven NF-kB reporter – cell-based, luminescence, uHTS, primary screen (AID 1578); inhibition, % at 4 µM, or EC50 in µM where a hit was titrated; NOD1-driven NF-kB luciferase reporter cells, luminescence; higher % means a stronger effect; actives 1% (n = 290,000); in the data active means inhibition mostly above about 36%, no sharp cut-off; inactive means mostly below about 34%;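 further: HEK-293T reporter cells stimulated with the NOD1 agonist gamma-tri-DAP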
# GPR35 arrestin U2OS: GPR35 antagonists blocking zaprinast-driven arrestin recruitment, primary screen, imaging, U2OS, beta-arrestin-GFP, zaprinast agonist (AID 2058) | U2OS GPR35 beta-arrestin-GFP translocation imaging, zaprinast antagonism; higher % means a stronger effect | inhibition, % at 10 µM, or IC50 in µM where a hit was titrated | actives 0.052% (n = 290,000);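 active means inhibition of at least 50% with at least 30 cells and total cytoplasm GFP at most 10,000,000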
# * marks the source's active call; other numbers are inactive results; nt = not tested or not shown; [ ] = dose if it differs, or a comment.
1: c1ccc(-c2ccccc2OCCCCn2ccnc2)cc1
2: COC(=O)c1oc2ccc(Cl)cc2c1-n1cccc1
3: N=c1c2c3c(sc2ncn1CCN1CCOCC1)CCCC3
4: COc1ccc(OC)c(NC(=O)c2ccc(-c3cccs3)cc2)c1
5: O=C(NC1CCCCC1)C1CCN(C(=O)c2ccccc2Cl)CC1
6: COc1ccc(CCNC(=O)COC(=O)c2cccs2)cc1OC

Compound,1,2,3,4,5,6
West Nile antiviral,-1.5%,0.1%,-1.1%,-0.2%,-0.2%,0.0%
NS5 inhibitors,-0.8%,2.4%,-3.2%,5.5%,-0.9%,-3.3%
NOD1 NF-kB reporter,-33.1%,-12.5%,-13.8%,-15.9%,-21.8%,-30.8%
KOR beta-arrestin-1,9.4%,-1.9%,0.4%,-3.0%,-0.7%,-4.1%
GPR55 beta-arrestin,-0.1%,0.2%,0.0%,-0.3%,-0.2%,0.1%
HIV fusion peptide,1.7%,-1.0%,-0.2%,-0.5%,-0.2%,-0.2%
KOR beta-arrestin-2,-12.1%,15.7%,21.3%,22.5%,-10.3%,7.4%
GPR35 arrestin U2OS,-4.3%,-5.2%,7.9%,-3.7%,1.8%,3.4%
GPR55 antagonists,5.0%,2.7%,18.2%,-8.5%,-3.9%,-9.5%

# The last two entries of the section above are carried over, then new ones follow.
5: O=C(NC1CCCCC1)C1CCN(C(=O)c2ccccc2Cl)CC1
6: COc1ccc(CCNC(=O)COC(=O)c2cccs2)cc1OC
7: CCOC(=O)C(Cc1ccccc1)C(=O)Nc1ccc(N(CC)CC)cc1 (stereo unspecified)
8: CCC(c1nnnn1C1CCCC1)N1CCN(Cc2ccccc2)CC1 (stereo unspecified)
9: Clc1cccc(CN2CCN(c3ncccn3)CC2)c1Cl
10: CCOC(=O)c1c(NC(=O)c2ccccc2C(=O)O)sc2c1CCC2
11: COc1cccc(S(=O)(=O)NCc2ccc(C(=O)Nc3ccc(Cl)cc3)cc2)c1
12: COc1ccccc1NC(=O)C1=C(C)Nc2nc(CCCO)nn2C1c1ccc2c(c1)OCO2 (stereo unspecified)

Compound,5,6,7,8,9,10,11,12
West Nile antiviral,-0.2%,0.0%,-0.8%,-1.0%,-0.1%,0.4%,-0.6%,0.1%
NS5 inhibitors,-0.9%,-3.3%,1.4%,0.0%,nt,4.0%,-5.9%,-3.5%
NOD1 NF-kB reporter,-21.8%,-30.8%,-35.2%,-32.7%,-14.5%,27.4%,5.5%,3.9%
KOR beta-arrestin-1,-0.7%,-4.1%,2.7%,-3.1%,-2.5%,-6.7%,45.0%,0.5%
GPR55 beta-arrestin,-0.2%,0.1%,0.1%,-0.3%,0.0%,0.2%,0.2%,0.2%
HIV fusion peptide,-0.2%,-0.2%,-0.2%,2.7%,-0.4%,-0.3%,2.8%,-2.0%
KOR beta-arrestin-2,-10.3%,7.4%,-18.3%,-4.4%,-22.1%[20 µM],-5.3%[20 µM],-1.3%,-27.6%
GPR35 arrestin U2OS,1.8%,3.4%,1.2%,-7.7%,10.0%,-4.3%,-12.0%,5.9%
GPR55 antagonists,-3.9%,-9.5%,4.0%,-7.0%,0.0%,21.2%,14.8%,-1.4%

13: Cc1nc(-c2cnn(-c3ccccc3)c2)c2cc(C)oc2n1
14: CCOC(=O)C(NC(C)=O)C(=O)Nc1ccc(C(C)C)cc1 (stereo unspecified)
15: COc1ccccc1-c1coc2c(CN3C(C)CCCC3C)c(O)ccc2c1=O (stereo unspecified)
16: COc1ccc(N(C(=O)c2ccco2)C(C(=O)NC2CCCC2)c2cccs2)c(OC)c1 (stereo unspecified)
17: CC(=O)Nc1ccc(S(=O)(=O)N2CCSC2C(=O)O)cc1 (stereo unspecified)
18: c1ccc2c(c1)NCCS2

Compound,13,14,15,16,17,18
West Nile antiviral,0.5%,-0.4%,0.5%,-0.1%,0.3%,0.1%
NS5 inhibitors,-11.7%,0.0%,2.9%,-9.1%,-0.7%,-13.8%
NOD1 NF-kB reporter,-43.0%,-16.8%,-20.3%,-2.6%,27.5%,-13.9%
KOR beta-arrestin-1,0.4%,-3.7%,-2.0%,-4.0%,6.6%,nt
GPR55 beta-arrestin,-0.2%,0.2%,0.5%,-0.2%,0.2%,0.2%
HIV fusion peptide,-0.7%,1.2%,0.8%,-0.4%,-2.3%,2.2%
KOR beta-arrestin-2,-7.9%,-20.6%[20 µM],-33.1%[20 µM],34.9%,22.7%,-33.7%[20 µM]
GPR35 arrestin U2OS,10.9%,-8.7%,-7.3%,-9.2%,11.2%,12.3%
GPR55 antagonists,12.8%,1.2%,0.6%,-10.5%,8.4%,2.7%

# 12 neighbouring records out of the list so far, for reference:
6: COc1ccc(CCNC(=O)COC(=O)c2cccs2)cc1OC
7: CCOC(=O)C(Cc1ccccc1)C(=O)Nc1ccc(N(CC)CC)cc1 (stereo unspecified)
8: CCC(c1nnnn1C1CCCC1)N1CCN(Cc2ccccc2)CC1 (stereo unspecified)
9: Clc1cccc(CN2CCN(c3ncccn3)CC2)c1Cl
10: CCOC(=O)c1c(NC(=O)c2ccccc2C(=O)O)sc2c1CCC2
11: COc1cccc(S(=O)(=O)NCc2ccc(C(=O)Nc3ccc(Cl)cc3)cc2)c1
12: COc1ccccc1NC(=O)C1=C(C)Nc2nc(CCCO)nn2C1c1ccc2c(c1)OCO2 (stereo unspecified)
13: Cc1nc(-c2cnn(-c3ccccc3)c2)c2cc(C)oc2n1

Compound,6,7,8,9,10,11,12,13
West Nile antiviral,0.0%,-0.8%,-1.0%,-0.1%,0.4%,-0.6%,0.1%,0.5%
NS5 inhibitors,-3.3%,1.4%,0.0%,nt,4.0%,-5.9%,-3.5%,-11.7%
NOD1 NF-kB reporter,-30.8%,-35.2%,-32.7%,-14.5%,27.4%,5.5%,3.9%,-43.0%
KOR beta-arrestin-1,-4.1%,2.7%,-3.1%,-2.5%,-6.7%,45.0%,0.5%,0.4%
GPR55 beta-arrestin,0.1%,0.1%,-0.3%,0.0%,0.2%,0.2%,0.2%,-0.2%
HIV fusion peptide,-0.2%,-0.2%,2.7%,-0.4%,-0.3%,2.8%,-2.0%,-0.7%
KOR beta-arrestin-2,7.4%,-18.3%,-4.4%,-22.1%[20 µM],-5.3%[20 µM],-1.3%,-27.6%,-7.9%
GPR35 arrestin U2OS,3.4%,1.2%,-7.7%,10.0%,-4.3%,-12.0%,5.9%,10.9%
GPR55 antagonists,-9.5%,4.0%,-7.0%,0.0%,21.2%,14.8%,-1.4%,12.8%

14: CCOC(=O)C(NC(C)=O)C(=O)Nc1ccc(C(C)C)cc1 (stereo unspecified)
15: COc1ccccc1-c1coc2c(CN3C(C)CCCC3C)c(O)ccc2c1=O (stereo unspecified)
16: COc1ccc(N(C(=O)c2ccco2)C(C(=O)NC2CCCC2)c2cccs2)c(OC)c1 (stereo unspecified)
17: CC(=O)Nc1ccc(S(=O)(=O)N2CCSC2C(=O)O)cc1 (stereo unspecified)

Compound,14,15,16,17
West Nile antiviral,-0.4%,0.5%,-0.1%,0.3%
NS5 inhibitors,0.0%,2.9%,-9.1%,-0.7%
NOD1 NF-kB reporter,-16.8%,-20.3%,-2.6%,27.5%
KOR beta-arrestin-1,-3.7%,-2.0%,-4.0%,6.6%
GPR55 beta-arrestin,0.2%,0.5%,-0.2%,0.2%
HIV fusion peptide,1.2%,0.8%,-0.4%,-2.3%
KOR beta-arrestin-2,-20.6%[20 µM],-33.1%[20 µM],34.9%,22.7%
GPR35 arrestin U2OS,-8.7%,-7.3%,-9.2%,11.2%
GPR55 antagonists,1.2%,0.6%,-10.5%,8.4%

# Following part
19: Cc1ccc(-n2c(SCC(N)=O)nnc2-c2cccnc2)c(C)c1
20: Cc1cccc(N(C(=O)c2csnn2)C(C(=O)NC(C)(C)C)c2cccs2)c1 (stereo unspecified)
21: Cn1cnnc1Sc1ccc(C(=O)NCCC(c2ccccc2)c2ccccc2)cc1[N+](=O)[O-]
22: Cc1cc(C)c(NC(=O)c2cc(C(=O)O)ccc2C(=O)O)c([N+](=O)[O-])c1
23: O=C(/C=C/c1ccccc1)NNc1ccc(Cl)cc1
24: Cc1cc(Nc2nc(Cl)c(Cl)cc2Cl)n(-c2ccccc2)n1
25: COCCCn1c(=O)c2ccccc2n(Cc2ccccc2)c1=O
26: OC(COc1ccc(Br)cc1)CN1CCOCC1 (stereo unspecified)
27: Fc1ccc(NC(=S)N2CCCC(c3ccccc3)=N2)cc1

Compound,19,20,21,22,23,24,25,26,27
West Nile antiviral,-0.2%,-0.7%,-0.1%,0.6%,-1.0%,-0.9%,-1.1%,0.0%,-0.5%
NS5 inhibitors,3.9%,6.2%,11.7%,-8.1%,-6.9%,-1.3%,-6.5%,-1.4%,4.7%
NOD1 NF-kB reporter,-12.1%,2.8%,-7.6%,-29.7%,-41.1%,-2.6%,5.5%,-4.4%,0.5%
KOR beta-arrestin-1,-2.8%,-2.1%,13.3%,-0.5%,1.2%,-3.3%,3.0%,-3.9%,-0.6%
GPR55 beta-arrestin,0.8%,0.2%,-0.3%,-0.6%,-0.4%,0.1%,-0.1%,-0.1%,0.1%
HIV fusion peptide,0.5%,1.5%,-3.2%,3.0%,-3.0%,-1.5%,0.7%,-2.3%,1.4%
KOR beta-arrestin-2,7.9%,26.1%,-19.6%,-1.5%,-12.4%,-2.6%,-17.7%[20 µM],15.7%,15.5%
GPR35 arrestin U2OS,-4.2%,-5.3%,5.1%,14.4%,-10.7%,0.7%,-5.6%,6.7%,8.8%
GPR55 antagonists,2.8%,23.1%,-6.9%,13.5%,-1.5%,6.9%,6.0%,13.9%,7.3%

# Source: PubChem (several laboratories)

# The list is partial. The share of hits here may be higher or lower than overall.
